High-throughput results deposited in PubChem by several laboratories.
Rpn11 inh = blocks the human proteasome subunit Rpn11; O00487; human 26S proteasome, Ub4-pepOG fluorescence polarization; 20S core pre-blocked with epoxomicin; calls only at 20 µM; 360,000 tested, 0.59% active;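 active = inhibition at 20 µM, scaled to each plate's controls, above about 33%, limit read from the data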
CSN deneddyl inh = inhibitors of human CSN-mediated cullin deneddylation | Q92905 | Purified CSN, SCF-Nedd8-OG deneddylation, fluorescence polarization | inhibition, % at 12.5 µM | 360,000 tested, 0.38% active;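 active = pattern-corrected inhibition above about 35%, with an unprinted fluorescence ratio check between 0.5 and 1.5, limit read from the data, passing the limit was not always enough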;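 note: 0% = enzyme with substrate and 100% = substrate without enzyme; some results filed as inactive read as strong as hits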
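Assay system: HEK293T-derived human Csn5 enzyme; quantity: 0.24 nM enzyme; medium: Tris/NaCl/DTT buffer, pH 7.5; also added: substrate SCFSkp2-Nedd8OG, 10 nM; doses: 12.5 µM compound; schedule: 90 min reaction at room temperature; signal: FP; read-out: % inhibition of substrate cleavage by Csn5; benchmarks: substrate-only high control, full reaction low control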
Rin1 Abl inh = inhibitors of human Rin1-Abl protein interaction | P00519+Q13671 | TR-FRET Rin1/Abl binding, biochemical | inhibition, % at 7.35 µM | 360,000 tested, 0.4% active; in the data active = inhibition above about 5%, passing the limit was not always enough
FAS TE block = inhibitors of human fatty acid synthase thioesterase domain; P49327; recombinant FAS-TE, OMFH fluorogenic substrate, fluorescence endpoint; inhibition, % at 15 µM; 360,000 tested, 0.67% active; AID 602261;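 active = compounds whose normalised, plate-corrected inhibition of enzyme fluorescence in the single-dose primary screen is 50% or more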;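 note: 0% = DMSO with enzyme and 100% = substrate without enzyme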
MT1-MMP act inh = blocks activation of human MT1-MMP; HT1080 RFP-PRO-GFP cells, GFP/RFP ratio fluorescence, overnight; percent of plate control window, DMSO zero; 360,000 tested, 0.061% active; P50281; GFP/RFP ratio change, % at 20 µM;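 active = GFP/RFP ratio change of at least 30% with cell ATP level not reduced by more than half and red fluorescence within 50% of control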; note: strong numbers were not always called active
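Assay system: HT1080 RFP-PRO-GFP cells | Dosing: 20 µM single dose, 1% DMSO | Incubation: Cells overnight before dosing, compound overnight, 37 °C, 5% CO2 | Evaluation: GFP/RFP fluorescence ratio | Control set: DMSO-only wells and HT1080 RFP-L50D-GFP cell wells as references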
E coli Lon inh = inhibits E. coli Lon protease; P0A9M0; purified E. coli Lon protease, fluorescence polarization; inhibition, % at 7.94 µM; 360,000 tested, 0.42% active; AID 602123; in the data active = inhibition above about 13%, passing the limit was not always enough;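 note: 0% = enzyme with probe and DMSO and 100% = no enzyme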
MsrA inhibitor = bovine MsrA inhibition. 360,000 tested, 0.75% active. purified bovine MsrA, absorbance read-out. inhibition, % at 15.5 µM; in the data active = inhibition above about 4.5%;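 note: 0% = vehicle wells with enzyme and 100% = reference inhibitor wells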
MLLE-PAM2 inh = blocks PAM2 peptide binding to the PABP1 MLLE domain; GST-MLLE / FITC-PAM2 fluorescence polarization; inhibition, % at 20 µM; 360,000 tested, 0.36% active; AID 588489; in the data active = inhibition above about 35%, passing the limit was not always enough;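 note: plate controls were DMSO wells with GST-MLLE for no effect and wells lacking GST-MLLE protein for full effect; some results filed as inactive read as strong as hits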
bovine MsrA act = activators of bovine methionine sulfoxide reductase A; purified bovine MsrA, absorbance read-out; activation, % at 10.6 µM; 360,000 tested, 0.3% active; AID 602163; in the data active = activation above about 7.5%;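 note: 0% = vehicle and 100% = reference activator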
* = called active by the depositor; i = inactive. Compounds were not picked by outcome; about 3.7% have a hit in one of these screens.

SMILES	Rpn11 inh	CSN deneddyl inh	Rin1 Abl inh	FAS TE block	MT1-MMP act inh	E coli Lon inh	MsrA inhibitor	MLLE-PAM2 inh	bovine MsrA act
Cc1nn(Cc2ccc(Cl)cc2Cl)c(C)c1NC(=O)CCl	i	-0.3	-0.1	-2.6	-0.8	-11.2	0.0	-5.4	-1.5
COc1ccc(CN2CCN(Cc3nc4ccccc4s3)CC2CCO)c(C)c1C (configuration not stated)	i	-3.4	-3.0	4.5	6.6	1.1	1.1	-9.5	-0.4
Cc1noc(NS(=O)(=O)c2ccc(N/C=C/C(=O)c3cccnc3)cc2)c1C	i	0.7	1.5	-11.8	3.1	2.4	3.1	-2.4	-13.6
CC(=O)Nc1ccc(NC(=O)C(C)OC(=O)/C=C/c2cccs2)cc1 (configuration not stated)	i	8.9	-4.4	1.8	-1.0	-2.8	1.8	6.4	-3.9
CCOC(=O)C1CCN(c2cc(=O)n(-c3ccccc3Cl)c(=O)[nH]2)CC1	i	-0.7	-1.0	-8.0	4.1	-7.2	-0.8	1.4	-10.2
COc1ccc(NS(=O)(=O)c2ccc(N3CCOCC3)c(NC(=O)/C=C/C(=O)O)c2)cc1	i	1.5	1.5	-5.8	0.6	-11.3	1.1	4.0	-0.1
COC(=O)c1ccccc1N(C)S(C)(=O)=O	i	27.2	-3.1	-7.0	-0.1	2.5	1.6	10.4	-3.1
N#Cc1ccc2[nH]c(CO)c(-c3ccccc3)c2c1	i	-1.5	3.8	4.8	-2.7	-2.4	0.2	13.5	-5.0
CCC(=O)NC(=S)Nc1cccc(NC(=O)CC)c1	i	-0.9	0.3	4.2	3.8	-0.4	1.5	22.1	-11.5
O=C(Cn1nc(C(F)(F)F)c2c1CCCC2)NCc1ccco1	i	-6.3	3.0	-5.7	0.6	-6.3	-1.3	-4.6	0.8
COc1ccccc1N(C)S(=O)(=O)c1ccc(C(=O)OCC(=O)NCc2ccco2)cc1	i	-1.5	-0.6	2.4	2.1	3.2	1.2	-16.0	-3.0
C[C@@H](NC(=O)C1(c2ccccc2)CCN(C(=O)OC(C)(C)C)CC1)C(=O)N[C@@H](Cc1ccccc1)C(=O)O	i	2.6	-3.0	-4.1	-2.6	-7.9	-0.4	0.9	-1.6
COc1ccccc1-n1c(CCC(=O)O)ccc1-c1ccccc1	i	-6.6	-1.6	-1.1	-6.4	-6.4	0.1	-3.2	-5.4
CC1(C)Cc2c(cnn2-c2ccc(F)cc2)C(NC(=O)c2ccoc2)C1 (configuration not stated)	i	2.5	0.8	-6.7	-2.2	0.3	-1.7	2.6	-12.5
O=C(NCC(=O)N(c1cccc(F)c1)C(C(=O)NC1CCCC1)c1cccnc1)c1cccs1 (configuration not stated)	i	-0.4	2.3	-9.0	-2.4	8.3	1.1	-15.0	-4.1
COc1cccc(-c2cccc(NC(=O)C3CCN(CC4CCOC4)CC3)c2)c1 (configuration not stated)	i	3.1	2.7	-4.5	-1.2	-13.9	0.2	-15.5	-2.6
CCOC(=O)CNC(=O)c1cccs1	i	5.4	3.7	-7.1	-1.9	8.9	2.0	2.5	0.7
CCOc1cc(NC(=S)NCC(C)C)c(OCC)cc1NC(=O)c1ccco1	i	-1.1	0.3	-7.8	5.1	3.8	-0.8	-14.1	-1.5
O=C(NCc1ccco1)/C(=C\c1cccs1)NC(=O)c1cccs1	i	-4.8	2.3	-2.6	2.8	-6.6	1.6	-4.5	-4.1
Cc1cc(-c2csc(NC(=O)c3ccc(C#N)cc3)n2)c(C)n1Cc1ccco1	i	40.6*	3.0	8.7	-10.2	-10.0	0.5	-50.2	-10.6

Overlap with the part before: two compounds, followed by the next part.
SMILES	Rpn11 inh	CSN deneddyl inh	Rin1 Abl inh	FAS TE block	MT1-MMP act inh	E coli Lon inh	MsrA inhibitor	MLLE-PAM2 inh	bovine MsrA act
O=C(NCc1ccco1)/C(=C\c1cccs1)NC(=O)c1cccs1	i	-4.8	2.3	-2.6	2.8	-6.6	1.6	-4.5	-4.1
Cc1cc(-c2csc(NC(=O)c3ccc(C#N)cc3)n2)c(C)n1Cc1ccco1	i	40.6*	3.0	8.7	-10.2	-10.0	0.5	-50.2	-10.6
Cc1nc(C)c(C(=O)N(c2ccccc2F)C(C(=O)NCC2CCCO2)c2ccccc2)s1 (configuration not stated)	i	1.9	3.0	-1.3	-0.6	-6.3	-1.0	-3.9	-2.7
COc1ccc(NC(C)=O)cc1NC(=O)CSc1nnc(-c2ccc(F)cc2)n1N	i	-0.9	-3.0	-5.4	3.8	-4.4	0.5	-60.2	-2.5
COc1cccc(-c2ncc3ccccc3c2COC(=O)c2cccc(Br)c2)c1	i	-5.3	-2.9	21.9	5.3	5.4	-0.1	5.9	-0.7
Cc1cc(C(F)(F)F)nc(SCC(=O)Nc2ccccc2)n1	i	-0.1	-2.1	-1.8	1.3	-2.2	0.7	11.0	-1.0
COC1C=CC=C(C)C(=O)NC2=CC(=O)C(N)=C(CC(C)CC(OC)C(O)C(C)C=C(C)C1OC(N)=O)C2=O (configuration not stated)	i	-2.6	-13.7	-0.8	4.1	5.0	1.8	8.2	-4.0
Cc1cc(C(=O)CSc2nnc(-c3ccco3)o2)c(C)n1C	i	4.5	-2.1	-5.0	-1.8	-4.4	-0.4	-47.5	-2.9
CCCc1cc(=O)oc2c(C)c(OCC(=O)N3CCC[C@@H]3C(=O)O)ccc12	i	-1.2	-3.4	-3.3	1.1	3.8	1.9	6.4	-2.3
COc1ccc(NS(=O)(=O)c2ccc(NC(=S)NC(=O)c3cccc(F)c3)cc2)nn1	i	0.6	2.2	-3.9	-0.9	-2.0	1.4	37.9*	-4.7
O=C(O)COc1ccc(/C=N/NC(=O)COc2nsnc2N2CCOCC2)cc1	i	2.5	1.1	-9.1	1.7	2.3	-1.1	9.1	-5.7
O=C(CCc1ccccc1Cl)Nc1cc(S(=O)(=O)N2CCOCC2)ccc1N1CCCC1	i	3.2	6.8	4.9	0.8	-3.1	0.9	-6.9	-0.5
Cc1ccc(NC(=O)c2ncn[nH]2)cc1	i	1.5	-4.0	-7.0	2.3	8.4	-0.1	-9.5	-3.0
COc1ccc2cc(/C(C)=N/NC(=O)c3cc(-c4cccnc4)nc4ccccc34)ccc2c1	i	-3.0	-2.3	-6.7	2.2	3.3	-0.6	9.1	-6.9
Nc1cc(C(=O)OCC(=O)NNC(=O)c2ccccc2)ccc1Cl	i	0.6	2.2	-5.3	-1.2	-22.2	0.7	-17.8	-2.5
COc1ccc(-c2csc(NC(=O)C3CSC4(C)CCC(=O)N34)n2)cc1 (configuration not stated)	i	2.2	-0.7	-6.4	1.7	-2.8	1.0	-13.9	-1.7
Cn1cc(CNC(=O)/C=C/c2ccc(Cl)cc2)cn1	i	1.9	-3.5	-5.7	5.7	5.4	-0.6	9.7	-2.1
CCCOc1ccc(C2NC(=O)NC2=O)cc1 (configuration not stated)	i	15.4	-0.8	-3.9	1.1	-3.2	0.7	4.0	-2.3
Cc1cc(Nc2ccc(C)c(C)c2)c2ccccc2n1	i	2.4	-6.0	-3.4	4.6	-11.7	1.2	7.2	-2.2
Cc1ccc(C)c(NC(=O)c2cnc3n(c2=O)CCS3)c1	i	-0.1	1.3	1.5	3.3	-6.2	1.2	-4.8	-15.6
Cc1cccc(NC(=O)CS(=O)(=O)c2cn(C)c3ccccc23)c1	i	-3.8	5.8	-9.3	2.5	-10.1	-1.4	0.1	-11.5
Cc1nc2scc(-c3ccccc3)c2c(=O)n1/N=C/c1ccco1	i	-1.1	2.3	3.3	-5.2	3.3	2.1	10.8	-13.2
CN1CC(c2ccccc2)Oc2ccccc2C1=S (configuration not stated)	i	4.8	0.2	8.1	2.7	-3.5	-1.1	13.9	0.4
CN(C)S(=O)(=O)c1ccc(NC(=O)CSc2ncnc3ccccc23)cc1	i	1.7	0.9	3.1	-1.2	-5.0	0.1	25.9	-11.4
Cc1cccc(NC(=O)c2ccc(OCc3c(C)noc3C)cc2)c1C	i	2.9	0.1	4.0	8.4	3.4	0.1	-15.4	-11.1
CC(=O)c1c(C)[nH]c(C(=O)NCCCN2CCCC2)c1C	i	-3.9	1.9	-8.0	-0.1	3.3	-0.3	-8.2	-3.6
CC1=NN(C(=O)Cn2nc([N+](=O)[O-])cc2C)C(O)(C(F)(F)F)C1 (configuration not stated)	i	-8.9	3.2	-4.8	-0.1	-1.0	-0.4	1.9	-5.2
CC(C)(C)NC(=O)CN(C(=O)CNC(=O)c1cccs1)c1ccc2c(c1)OCCO2	i	-0.6	-2.4	-6.3	3.0	-1.8	0.4	-13.2	0.8
O=C1Nc2c(c(=O)[nH]c(=O)n2-c2ccc(F)cc2)C1(NS(=O)(=O)c1ccccc1)C(F)(F)F (configuration not stated)	i	-0.2	2.7	-3.5	1.9	-0.1	1.5	-0.4	-3.2
O=C1CC(N2CCN(S(=O)(=O)c3ccccc3)CC2)C(=O)N1c1ccccc1 (configuration not stated)	i	0.1	-3.1	-2.3	-1.7	-9.5	1.0	4.7	-3.0
S=C1NC2(CCCCC2)Cc2ccccc21	i	0.8	2.8	4.0	-0.8	-0.9	0.5	12.4	-13.7
COC(=O)[C@H](CC(C)C)NC(=O)NC1CCCCC1C (some centres not stated)	i	-1.1	2.6	-2.2	7.3	-9.7	-0.7	-10.3	0.5
Clc1ccc(OCCn2cnc3ccccc32)cc1	i	-6.1	2.3	1.1	2.2	-7.6	-0.3	4.4	-7.8
O=C(CN1CCC(n2nnc3cc(F)ccc32)CC1)Nc1ccccc1N1CCOCC1	i	0.2	2.2	14.3	3.0	-4.3	-0.8	3.5	0.1
COc1ccc(CNC(=S)Nc2ccc(F)c(Cl)c2)cc1OC	i	-11.0	-0.5	2.7	-3.5	5.7	1.9	2.7	-6.6
Cc1cc(C)c2cc3c(N)c(C(=O)N4CCOCC4)sc3nc2c1	i	1.2	-2.1	-3.2	-0.2	-1.8	1.8	19.8	-2.1

Part of the list above in order of count of non-hydrogen atoms, largest number first.
SMILES	Rpn11 inh	CSN deneddyl inh	Rin1 Abl inh	FAS TE block	MT1-MMP act inh	E coli Lon inh	MsrA inhibitor	MLLE-PAM2 inh	bovine MsrA act
O=C(CN1CCC(n2nnc3cc(F)ccc32)CC1)Nc1ccccc1N1CCOCC1	i	0.2	2.2	14.3	3.0	-4.3	-0.8	3.5	0.1
O=C1CC(N2CCN(S(=O)(=O)c3ccccc3)CC2)C(=O)N1c1ccccc1 (configuration not stated)	i	0.1	-3.1	-2.3	-1.7	-9.5	1.0	4.7	-3.0
CN(C)S(=O)(=O)c1ccc(NC(=O)CSc2ncnc3ccccc23)cc1	i	1.7	0.9	3.1	-1.2	-5.0	0.1	25.9	-11.4
Cc1cccc(NC(=O)c2ccc(OCc3c(C)noc3C)cc2)c1C	i	2.9	0.1	4.0	8.4	3.4	0.1	-15.4	-11.1
COC(=O)[C@H](CC(C)C)NC(=O)NC1CCCCC1C (some centres not stated)	i	-1.1	2.6	-2.2	7.3	-9.7	-0.7	-10.3	0.5
